Source: PubChem BioAssay (National Center for Advancing Translational Sciences (NCATS))
SW480 rerep = DNA re-replication induction in SW480 cells. SW480 DNA re-replication, Hoechst DNA content imaging, 48 h. Potency, µM (doses to about 46.1 µM), for the others: at the highest dose re-replication activation, actives largely listed as activators. 340,000 compounds, 1.8% hits. AID 624297; also: % of control where 0% means no effect; nearly all actives have a fitted effect of over 55% in size
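Image-based DNA-content assay: after two days of treatment, nuclei were labelled with the DNA dye Hoechst and imaged, and hits were compounds raising the count of nuclei showing high fluorescence intensity.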
TDP43 rescue = inhibitors of TDP-43 toxicity in yeast; TDP-43 expressing yeast growth rescue, BacTiter-Glo, 24 h; Potency, µM (series often up to 46.1 µM), for inactives: at the highest dose growth rescue (activation), most hits filed as activators; 410,000 compounds, 1.8% hits; also: % of control where 0% means no effect; nearly all actives have a fitted effect of over 50% in size
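Yeast cells expressing TDP-43 under galactose induction are exposed to compounds for 24 hr at 30 deg C. BacTiter-Glo luminescence measures growth, so protective compounds score as activators.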
KB-3-1 tox = KB-3-1 parental cell cytotoxicity; KB-3-1 viability, CellTiter-Glo ATP luminescence, 72 h; Potency, µM (top dose mostly 46.1 µM), inactives show top-dose activity change, negative = cytotoxic, most hits filed as cytotoxic; 400,000 compounds, 1.4% hits; AID 1347075; also: % is scaled to controls: 0 for no effect and ±100 for the full control effect; nearly all actives have a fitted effect of over 60% in size
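KB-3-1 parental drug-naive adenocarcinoma cells in DMEM/10% FBS, incubated 72 h at 37 C with pin-transferred compounds across a concentration series. Viability by CellTiter-Glo luminescence; concentration-response curves fitted after normalization.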
GLP-1R agonist = agonists of human GLP-1 receptor. Potency, µM (highest dose often 45.6 µM), without a hit: top-dose activation, actives largely listed as activators. AID 624172. 380,000 compounds, 0.007% hits. HEK293 GLP-1R CRE-luciferase, luminescence, 4-6 h; cells express a hypersensitive GLP-1R form; also: % of control where 0% means no effect
Target sequence (P43220 whole entry, looked up): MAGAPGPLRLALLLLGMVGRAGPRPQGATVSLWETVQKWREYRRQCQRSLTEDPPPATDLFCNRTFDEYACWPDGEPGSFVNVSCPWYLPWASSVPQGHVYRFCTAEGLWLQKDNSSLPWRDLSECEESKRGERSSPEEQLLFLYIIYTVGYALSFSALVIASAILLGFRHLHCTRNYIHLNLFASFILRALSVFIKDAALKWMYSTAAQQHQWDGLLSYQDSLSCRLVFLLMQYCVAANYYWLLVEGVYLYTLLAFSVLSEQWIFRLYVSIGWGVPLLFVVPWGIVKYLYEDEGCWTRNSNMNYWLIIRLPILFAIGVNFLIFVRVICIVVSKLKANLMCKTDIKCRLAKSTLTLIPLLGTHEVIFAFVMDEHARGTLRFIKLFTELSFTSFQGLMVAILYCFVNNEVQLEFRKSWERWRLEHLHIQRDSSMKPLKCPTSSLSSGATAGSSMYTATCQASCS
HEK293 tox = cytotoxic in the GLP-1 receptor inverse agonist counter-screen; HEK293 cAMP-luciferase reporter cells, luminescence, 24 h; Potency, µM (series often up to 38.3 µM), inactives show top-dose activity change, negative = inhibition, actives largely listed as inhibitors; 410,000 compounds, 0.13% hits; AID 624418;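 also: loss of luciferase light is scored as toxicity; % is scaled to controls: 0 for no effect and ±100 for the full control effect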
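1536-well qHTS counterscreen of the MLSMR; 200 cells/uL, 12 h pre-incubation, 23 nL cpd, 24 h at 37 deg C 5% CO2, luciferase detection reagent, 12 min RT, luminescence. Inhibition = undesired.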
HT1080 IDH1KD tx = HT-1080 IDH1 knockdown cell toxicity (counter line); HT-1080 IDH1 knockdown viability, ATP luminescence, 48 h; 360,000 compounds, 2% hits; Potency, µM (titrated, usually from 46.1 µM), without a hit: at the highest dose activity, negative = toxicity, most hits filed as cytotoxic;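 also: 0% = DMSO wells and -100% = cell-free medium wells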
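In this qHTS, HT-1080 cells depleted of IDH1 are exposed for 48 h at 37 °C to compound titrations. Toxicity is scored from CellTiter-Glo luminescence, with DMSO as full viability and medium alone as none.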
GLP1R inv ag = inverse agonists of human GLP-1 receptor. P43220. HEK293 GLP-1R CRE-luciferase, luminescence, 24 h; GLP-1R form is constitutively active. Potency, µM (top dose mostly 38.3 µM), for the others: at the highest dose activity change, negative = inhibition, hits mostly inhibitors. 410,000 compounds, 1.6% hits; also: % is scaled to controls: 0 for no effect and ±100 for the full control effect; nearly all actives have a fitted effect of over 55% in size
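Seeding at 200 cells/uL, 12 h culture, 24 hr compound treatment, then luciferase reagent and a luminescence read; cells are HEK293 stably expressing a constitutively active GLP-1R plus cAMP-responsive luciferase.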
HT1080-NT tox = kills 2HG-producing HT-1080-NT fibrosarcoma cells; HT-1080-NT fibrosarcoma viability, CellTiter-Glo ATP luminescence, 48 h; Potency, µM (highest dose often 46.1 µM), for the others: at the top dose activity, negative = less viability, usual class: cytotoxic; 360,000 compounds, 1.6% hits;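 also: NT is the 2HG producing partner of a matched IDH1 knockdown line; 0% = DMSO-treated cells and -100% = media-only wells without cells; nearly all actives have a fitted effect of over 55% in size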
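Compounds were tested in concentration-response format on HT-1080-NT cells for 48 hours at 37 degrees C. Cell viability came from CellTiter-Glo luminescence; curves were classified by r2, response magnitude and activity.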
KB-V1 MDR tox = kills drug-selected multidrug resistant KB-V1 cells; KB-V1 MDR cells viability, CellTiter-Glo, 72 h; Potency, µM (series often up to 46.1 µM), inactives show at the top dose activity change, negative = cytotoxicity, usual class: cytotoxic; 400,000 compounds, 3.4% hits; AID 1347076; also: % is scaled to controls: 0 for no effect and ±100 for the full control effect; nearly all actives have a fitted effect of over 60% in size
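Readout: CellTiter-Glo luminescence, 10 min after addition. Cells: KB-V1 MDR subline, 72 h at 37 degrees C with compound. Analysis: corrected, normalized data fitted to concentration-effect curves.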
An asterisk follows results filed as active; ? = inconclusive; . = no result given; & = joins results of further samples; [ ] = remark or other dose. Calls follow the shape of the dose curve; as a rule, active = well fitted curve in the direction sought with a large enough effect; inconclusive = small, poorly fitted or top-dose-only effect, or another doubt; inactive = no such curve, though single readings can be large; an effect the other way counts as inactive or inconclusive. Potency is read from the fitted curve at half-maximal effect. Rows were taken by chance. About 9.4% of those tested had a hit in this group.

SMILES	SW480 rerep	TDP43 rescue	KB-3-1 tox	GLP-1R agonist	HEK293 tox	HT1080 IDH1KD tx	GLP1R inv ag	HT1080-NT tox	KB-V1 MDR tox
Cc1ccc(C)c(OCCC(=O)OCC(=O)Nc2ccc(Cl)cn2)c1	18µM*	5%	-3%	9%	-10%	9%	6%	8%	-7%
O=C(CCc1ccccc1)N1CCCC(Nc2ccc(F)cc2)C1 (configuration not stated)	-3%	14%	17%	-2%	-1%	2%	-29%	7%	-7%
Fc1ccc(CN2CCCN(Cc3nc(-c4ccc5c(c4)OCO5)no3)CC2)cc1	-24%	?	-1%	20%	-9%	3%	?	-12%	3%
CN(Cc1ccccc1)C(=O)COC(=O)CCNC(=O)c1ccccc1Cl	0%	-25%	-13%	8%	-5%[0.307 µM]	15%	2%[0.307 µM]	11%	10%
CCN(CC)CCNC(=O)c1ccc(NC(=O)c2ccc(F)cc2F)cc1	5%	-12%[9.22 µM]	15%	8%	2%	-3%	-22%	1%	9%
CCOC(=O)N1CCN(C(=O)c2noc3c2COc2ccccc2-3)CC1	-12%	22%	9%	0%	10%	5%	8%	9%	-9%
Cc1c(NC2=CC(=O)CCC2)c(=O)n(-c2ccccc2)n1C	-13%	-7%	-3%	2%	-1%	13%	-10%	11%	?
CCc1ccccc1OCC(=O)OCC(=O)N1CC(=O)Nc2ccccc21	2%	4%	5%	7%	-2%	2%	26%	12%	-10%
COc1cc(SC)ccc1C(=O)Nc1ccccn1	0%	15%	0%	15%	-3%	8%	?	-2%	-24%
Cc1occc1-c1nnc(SCC(=O)N2CCCCC2)o1	-2%	-19%	-10%	-2%	-6%	3%	-2%	13%	-47%
COc1ccc2nc(NC(=O)Cc3ccc(OC)c(S(=O)(=O)N4CCOCC4)c3)sc2c1	-14%	4%	0%	1%	-8%	6%	0%	18%	13%
CC(=O)c1c(C)[nH]c(C(=O)N2CCN(c3ccccn3)CC2)c1C	25%	-5%	6%	-5%	-1%	4%	7%	8%	20%
COc1cc2nc(CN3CCOCC3)n(CC(=O)N3CCCCCC3)c(=O)c2cc1OC	-5%	-1%	20%	3%	-1%	8%	3%	0%	4%
CC(NC(=O)COC(=O)c1cccc(S(=O)(=O)N2CCCC2)c1)c1ccccc1 (configuration not stated)	-1%	11%	3%	1%	-5%	13%	-5%	8%	-14%
Cc1c(Cl)cccc1NC(=O)Nc1ccn(C)n1	-2%	13%	6%	-4%	-3%	-2%	1%	2%	5%
C/C(=C\c1ccc(C(=O)O)cc1)c1ccc2c(c1)C(C)(C)CCC2(C)C	29%	21%	0%	-3%	2%	-8%	-14%	-3%	-3%
Cc1cc(C)cc(C(=O)NN2CCN(C)CC2)c1	-3%	6%	-6%	-1%	14%	21%	-13%	14%	-7%
COc1ccc(C(=O)NC2CCSc3ccccc32)cc1 (configuration not stated)	0%	?	-11%	13%	5%	4%	7%	-4%	-15%
C[C@H](CO)N1C[C@H](C)[C@@H](CN(C)C(=O)c2ccc3c(c2)OCO3)Oc2cc(/C=C/c3ccccc3)ccc2S1(=O)=O	.	-17%	-14%	-3%	-7%	-28%	-18%	-21%	11%
COc1cc(C(=O)N/N=C(\Cc2ncc[nH]2)c2ccccc2)cc(OC)c1OC	?	0%	?	18%	6%	4.6µM*	?	9.2µM*	?
COC(=O)CNC(c1ccccc1)c1cc(Br)ccc1NC(=O)OCc1ccccc1 (configuration not stated)	-2%[9.22 µM]	-1%	-2%	-3%	5%	-9%	4µM*	-4%	?
CCn1c(COc2ccccc2OC)nnc1SCC(=O)NC1CCCC1	2%	-21%	21%	0%	-1%	11%	-1%	0%	-9%
C/C(=C\C(=O)O)CC(=O)O	0%	-13%	-3%	-7%	-6%	20%	20%	9%	0%
CCN(C(=O)COC(=O)c1ccc(Cl)nc1)C1CCS(=O)(=O)C1 (configuration not stated)	?	7%	6%	-6%	19%	1%	-3%	0%	-11%
CCCCCOc1cccc(C2C(C(=O)c3cccs3)=C(O)C(=O)N2CCN2CCOCC2)c1 (configuration not stated)	-6%	-3%	6%	-1%	3%	10%	-31%	4%	-8%
O=S(=O)(NCC1CCCO1)c1cc(Cl)ccc1Br (configuration not stated)	0%	-5%	3%	-6%	4%	-5%	0%	-8%	-13%
CCOC(=O)c1c(NC(=O)C2COc3ccccc3O2)sc2c1CCN(Cc1ccccc1)C2 (configuration not stated)	-8%	21%	-20%	2%	-4%	-4%	?	-3%	-5%
CC(C)c1cc(C(N)=O)c(NC(=O)C2CCC2)s1	-3%	-1%	-2%	25%	3%	-22%	-9%	-21%	-4%
CN(C)CCCNC(=O)c1cccc(-c2ccc3nccn3c2)c1	.	14%	0%	4%	-1%	1%	5%	-3%	2%
C[N+](C)(C)CCOc1ccc([N+](=O)[O-])cc1	-6%	14%	-3%	-4%	0%	-1%	15%	16%	0%
Cc1ccccc1-n1nc2c(c1NC(=O)c1cccc(F)c1)CS(=O)C2 (configuration not stated)	6%	-8%	-13%	-6%	-4%	7%	13%	22%	-20%
COC(=O)C1=C(C)N=C2SCCC(=O)N2C1c1ccc(OC(=O)c2ccco2)cc1 (configuration not stated)	-7%	2%	-7%	1%	-1%	-11%	-14%	0%	-6%
COc1cc(S(=O)(=O)NCCCN2CCOCC2)ccc1-n1cnnn1	-32%[inhibitor][1.84 µM]	.	4%	-5%	-1%	-2%	9%	9%	6%
CCOc1cccc(C(=O)Nc2ccccc2C(=O)N2CCN(C)CC2)c1	-4%	0%	0%	-1%	5%	-1%	5%	0%	?
CCS(=O)(=O)N1CCN(S(=O)(=O)c2ccccc2)CC1	-2%	0%	0%	-4%	-7%	4%	13%	3%	12%
COc1cccc(CN(C(=O)c2cccc(C)c2)C2CCS(=O)(=O)C2)c1 (configuration not stated)	.	0%	-3%	.	4%	.	-4%	.	6%
O=C(COC(=O)c1ccc(O)cc1O)c1ccc2c(c1)OCCO2	-2%	16%	0%	13%	6%	0%	-2%	6%	20%
Cc1c(NC(=O)C(=O)N/N=C/c2cccs2)c(=O)n(-c2ccccc2)n1C	-9%	-9%	9%	2%	2%	0%	1%	0%	13%
CCOC(=O)C1=CN(CC)S(=O)(=O)NC1c1ccccc1 (configuration not stated)	-3%	1%	14%	6%	2%	13%	28%	12%	?
Cc1ccc(NC(=O)c2ccc3c(c2)nnn3C)cc1	-6%	22%	0%	6%	2%	16%	3%	21%	25%
C#CCOC(=O)CCC(=O)NCCc1ccccc1	?	5%	6%	12%	9%	7%	-3%	11%	-8%
COc1ccc(N2CCN(c3cc(C)c4ccccc4n3)CC2)cc1	16%	6%	-1%	5%	0%[7.66 µM]	1%	0%[7.66 µM]	-8%	?
O=C(CSc1nc(-c2ccccc2)c(-c2ccccc2)[nH]1)NCc1ccco1	12µM*	0%	?	-4%	-22%	?	0%	?	10µM*
CCOC(=O)C1CCCN(C(=O)c2cccc(OC(F)(F)F)c2)CC1 (configuration not stated)	.	14%	0%	3%	6%	1%	-22%	0%	-14%
O=C(NC(=S)NNS(=O)(=O)c1ccccc1)c1cccnc1	3%	-37%[inhibitor]	-1%	-1%	4%	1%	15%	3%	1%

Ordered by count of non-hydrogen atoms (lowest first): some entries from above
SMILES	SW480 rerep	TDP43 rescue	KB-3-1 tox	GLP-1R agonist	HEK293 tox	HT1080 IDH1KD tx	GLP1R inv ag	HT1080-NT tox	KB-V1 MDR tox
Cc1ccc(NC(=O)c2ccc3c(c2)nnn3C)cc1	-6%	22%	0%	6%	2%	16%	3%	21%	25%
CCOC(=O)C1=CN(CC)S(=O)(=O)NC1c1ccccc1 (configuration not stated)	-3%	1%	14%	6%	2%	13%	28%	12%	?
COc1cc(S(=O)(=O)NCCCN2CCOCC2)ccc1-n1cnnn1	-32%[inhibitor][1.84 µM]	.	4%	-5%	-1%	-2%	9%	9%	6%

Later entries:
SMILES	SW480 rerep	TDP43 rescue	KB-3-1 tox	GLP-1R agonist	HEK293 tox	HT1080 IDH1KD tx	GLP1R inv ag	HT1080-NT tox	KB-V1 MDR tox
CC1Sc2ccc(S(=O)(=O)N3CCC(C(=O)N(C)Cc4ccccc4)CC3)cc2NC1=O (configuration not stated)	1%	-10%	-29%	3%	-8%	-16%	?	?	?
NCCCCCc1nnc(SCc2ccc(Cl)c(Cl)c2)o1	-5%	0%	-7%	-10%	-5%	0%	0%	5%	3%
O=C(OC1CCCCC1=O)c1cc(Cl)ccc1[N+](=O)[O-] (configuration not stated)	0%	-1%[9.22 µM]	3%	4%	7%[7.66 µM]	7%	3%[7.66 µM]	11%	?
O=S(=O)(c1ccc(NC(=S)NN=C(Cc2ccccc2)Cc2ccccc2)cc1)N1CCOCC1	5%	16%	?	4%	-3%	0%	-7%	-4%	?
CC(=O)Nc1ccc(CC(=O)Nc2ccc3c(c2)OC2(CCCC2)O3)cc1	.	-4%	0%	-1%	3%	-11%	14%	-4%	3%
CCCCCn1c(N)c(-c2nc3ccccc3o2)c2c([N+](=O)[O-])nn(CC)c(=O)c21	-2%	0%	10%	0%	6%	-1%	2%	-8%	?
CC(C)(C)n1nc(-c2ccc(Cl)cc2)c2c(N)ncnc21	0%[9.22 µM]	-46%[inhibitor]	?	27%	-3%	?	145%[activator]	-20%	21µM*
CSCC[C@H](NC(=O)[C@@H]1Cc2ccccc2CN1)C(=O)NC[C@H]1CC[C@H](C(=O)O)CC1	-11%	15%	0%	-3%	3%	1%	7%	-2%	0%
CCOC(=O)c1ccc(N=Cc2nc3ccccc3n2C)cc1	?	-18%	2%	2%	-12%	2%	0%	-13%	0%
COc1cccc(NC(=O)Nc2cc(C)ccc2OC)c1	-3%	6%	14%	10%	-1%	7%	?	8%	0%
CC(=O)N1CCc2cc(S(=O)(=O)CCC(=O)NCc3ccc(Cl)cc3)ccc21	3%	2%&-8%	?	10%	-6%&3%	-13%	?	-19%	?
